Wnt act – Wnt/beta-catenin pathway activation. activation, % at 9.35 µM. Wnt/beta-catenin reporter cell assay, activator, plate reader. hit rate 1.2% among 300,000; in the data active = activation above about 30%, passing the limit was not always enough;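 note: 0% = neutral control wells and 100% = positive control wells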
cardiac RTF act – cardiac RTF calcium sensitization. IANBD-labeled TnC RTF fluorescence at EC20 calcium; 0% EC20 calcium, 100% full calcium. activation, % at 7.2 µM. hit rate 0.24% among 340,000;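 active = activation above the mean over all tested compounds plus 3 SD, cut at about 30% in these data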;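 note: rise in fluorescence read as greater calcium sensitivity of cardiac thin filaments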
Rtt109 HAT inh – blocks Candida albicans Rtt109/Vps75 acetyltransferase activity | inhibition, % at 34.9 µM | hit rate 0.16% among 330,000 | AID 540336 | Q5AAJ8 | purified Rtt109/Vps75, ThioGlo CoA-SH fluorescence, 4 h;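 active = inhibition of at least 50% in every replicate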
dFosB act – activators of mouse delta FosB homodimer; hit rate 0.99% among 340,000; purified delta FosB, TAMRA-CDK5 oligo fluorescence polarization; percent of positive-control signal above neutral wells; activation, % at 25 µM;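 active = mean activation above about 17%, with every replicate also reaching it, limit read from the data, passing the limit was not always enough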;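 note: fluorescence polarization rise as delta FosB binds a TAMRA Cdk5 AP-1 oligo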
Target sequence (P13346 whole entry, looked up): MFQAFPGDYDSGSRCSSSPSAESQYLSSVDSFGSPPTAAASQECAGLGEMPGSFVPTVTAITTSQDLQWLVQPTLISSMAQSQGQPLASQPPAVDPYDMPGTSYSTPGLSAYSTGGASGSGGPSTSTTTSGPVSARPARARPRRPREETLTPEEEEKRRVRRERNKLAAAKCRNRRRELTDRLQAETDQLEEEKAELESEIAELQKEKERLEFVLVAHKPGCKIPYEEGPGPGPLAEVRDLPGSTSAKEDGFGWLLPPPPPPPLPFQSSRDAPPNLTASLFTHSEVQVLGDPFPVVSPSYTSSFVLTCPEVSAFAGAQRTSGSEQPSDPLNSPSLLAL
HTR5A ag – HTR5A agonism, opioid heterodimer counter-screen. AID 504692. P47898. activation, % at 9.3 µM. hit rate 0.61% among 340,000. HTR5A agonist assay, luminescence, cell-based; in the data active = activation mostly above about 9.5%, no sharp cut-off; inactive = mostly below about 7.6%;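 note: 0% = cells with vehicle only and 100% = reference agonist; strong numbers were not always called active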
CDK5 inh – inhibitors of human CDK5/p35 kinase; Q00535+Q15078; Recombinant CDK5/p35, ADP-Glo luminescence, 60 min; inhibition, % at 10 µM; hit rate 0.01% among 330,000; AID 488839;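 active = highest replicate inhibition of at least 50% and at least 75% of replicates reaching 50%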;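 note: plate controls were DMSO neutral control for no effect and GW8510 at 10 µM for full effect; many of its hits are not listed in these tables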
MITF TRPM1 HTS – MITF TRPM1 promoter activation in melanoma cells; SK-MEL-5 TRPM1-promoter luciferase, 24 h; % of positive control, neutral wells = 0; activation, % at 12.5 µM; hit rate 0.75% among 300,000; AID 588334;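 active = mean activation of at least 80% with every replicate also reaching 80%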;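 note: 0% = neutral control wells and 100% = parthenolide positive control wells; values of inactives mirror those of a sister screen read the other way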
SR-BI uptake up – activators of SR-BI mediated HDL lipid uptake. CHO ldlA[mSR-BI] cells, DiI-HDL uptake fluorescence, 3 h; 100 = double the neutral-control signal. activation, % at 12.5 µM. hit rate 0.096% among 320,000;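 active = mean replicate activation of at least 60% and every replicate at or above 60%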;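 note: 0% = median plate neutral-control signal and 100% = twice that signal; values of inactives mirror those of a sister screen read the other way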
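Test system: SR-BI-overexpressing, LDLR-lacking CHO cells. Measured by: DiI fluorescence, bottom read. Medium: Ham's F12 with 0.5% BSA, HEPES 25 mM, pH 7.4. Timing: 3 h uptake period with compound, 37 °C.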
PvdQ inh – P. aeruginosa PvdQ acylase inhibition; purified PvdQ acylase, fluorescence plate reader; inhibition, % at 10 µM; hit rate 0.063% among 340,000; in the data active = inhibition above about 30%, passing the limit was not always enough;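 note: 0% = vehicle neutral wells and 100% = reference inhibitor wells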
SR-BI DiI inh – inhibitors of mouse SR-BI mediated HDL lipid uptake; Q61009; ldlA[mSR-BI] CHO cells, DiI-HDL uptake fluorescence, 3 h; inhibition, % at 12.5 µM; hit rate 0.96% among 320,000; AID 488896;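 active = mean replicate inhibition of at least 70% and a set share of replicates each scoring 70 or more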;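 note: 0% = median of neutral control wells and 100% = median of positive control wells; values of inactives mirror those of a sister screen read the other way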
Target sequence (Q61009 whole entry, looked up): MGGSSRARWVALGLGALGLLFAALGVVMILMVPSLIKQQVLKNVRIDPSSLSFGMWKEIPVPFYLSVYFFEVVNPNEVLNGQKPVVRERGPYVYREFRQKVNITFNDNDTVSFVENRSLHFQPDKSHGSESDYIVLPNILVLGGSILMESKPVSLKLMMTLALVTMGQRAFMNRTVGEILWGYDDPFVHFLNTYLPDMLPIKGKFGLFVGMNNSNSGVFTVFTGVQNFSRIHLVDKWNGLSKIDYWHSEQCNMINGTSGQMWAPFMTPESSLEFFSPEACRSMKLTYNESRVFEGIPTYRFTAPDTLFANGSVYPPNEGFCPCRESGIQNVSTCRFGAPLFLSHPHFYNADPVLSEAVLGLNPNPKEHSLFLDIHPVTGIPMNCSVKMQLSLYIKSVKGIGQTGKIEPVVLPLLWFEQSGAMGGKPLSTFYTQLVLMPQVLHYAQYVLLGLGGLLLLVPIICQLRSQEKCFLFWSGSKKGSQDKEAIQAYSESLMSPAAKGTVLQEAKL
Active calls of the source: *; . = no result given. The order is random; about 4.4% have a hit in one of these screens.

SMILES | Wnt act | cardiac RTF act | Rtt109 HAT inh | dFosB act | HTR5A ag | CDK5 inh | MITF TRPM1 HTS | SR-BI uptake up | PvdQ inh | SR-BI DiI inh
COc1ccc(-c2nc3c(-c4ccc(Cl)cc4)cnn3cc2C)cc1F | 0.2 | -1.9 | 1.4 | 3.4 | 0.9 | 0.4 | -0.2 | -16.2 | -8.0 | 16.2
OC(CN1C2=NCCCN2c2ccccc21)c1ccc(Br)cc1 (stereo not given) | . | 2.1 | 4.0 | 4.1 | -1.6 | 0.9 | -6.9 | 14.5 | -18.4 | -14.5
C=C(C)C1Cc2c(C)nn(-c3cccc4ccccc34)c2C1 (stereo not given) | . | -5.0 | 7.5 | -8.1 | -1.1 | 0.2 | -8.4 | -23.9 | -15.2 | 23.9
Cc1ccc(C(=O)CC2SC(N)=NC2=O)cc1 (stereo not given) | -1.7 | -0.2 | -3.1 | -3.7 | 2.6 | -2.0 | 3.6 | 20.8 | -5.5 | -20.8
Cc1c(NC(=O)C(C)OC(=O)c2cc3c4ccccc4n(C)c3s2)c(=O)n(-c2ccccc2)n1C (stereo not given) | -2.7 | 11.8 | 6.0 | -4.5 | -2.2 | -2.4 | -11.4 | -50.1 | -12.2 | 50.1
COc1cccc(CCNC(=O)c2cccc(NC(=O)C3=C(C)OCCS3)c2)c1 | 0.7 | -3.8 | 2.4 | 1.7 | -1.4 | -1.5 | -1.8 | -24.7 | -7.0 | 24.7
O=c1cc(O)nc(SCc2ccc(Cl)cc2)[nH]1 | -2.3 | -1.6 | 11.9 | -3.4 | 2.8 | 0.6 | . | 3.6 | 12.6 | -3.6
COc1cc(C(=O)NCc2nnc(SCC(=O)NCc3ccccc3)o2)cc(OC)c1OC | . | -8.8 | 7.8 | -8.9 | -2.1 | -0.1 | -12.5 | 1.2 | 7.9 | -1.2
CCOc1ccc(NC(C)c2cc(Cl)ccc2O)cc1 (stereo not given) | -0.5 | 1.5 | -3.8 | 7.1 | 5.1 | -3.2 | . | -12.2 | -17.8 | 12.2
Cc1cccc(C)c1NC(=O)Nc1ccc2c(c1)OCO2 | 8.6 | -0.9 | -4.3 | 2.3 | 0.8 | -0.3 | 6.3 | -11.4 | -7.9 | 11.4
O=C1NCCOC(=O)[C@H](Cc2ccc(F)cc2)C/C=C\C[C@H]1CC(=O)N(CCO)Cc1ccccc1 | -2.7 | 4.3 | -4.5 | -14.3 | -4.0 | -1.5 | 4.3 | -4.0 | -11.1 | 4.0
O=C(Nc1nccs1)c1ccc(-c2ccc([N+](=O)[O-])cc2)o1 | -0.7 | 7.4 | 5.7 | 1.8 | -0.7 | -0.6 | 40.3 | -37.4 | -7.9 | 37.4
O=C(COC(=O)CN1C(=O)C2CCCCC2C1=O)NCc1ccc(Cl)cc1Cl (stereo not given) | -2.3 | -5.5 | -6.2 | -6.2 | 2.4 | -0.4 | -6.8 | 16.3 | 1.2 | -16.3
COc1ccc2c(c1OC)C(=O)N1c3ccccc3N=C(c3ccc([N+](=O)[O-])cc3)CC21 (stereo not given) | . | -7.6 | 4.4 | 0.9 | -2.2 | -0.3 | -11.6 | -4.5 | -1.8 | 4.5
CC(C(=O)O)n1c(C(F)(F)F)nc2ccccc21 (stereo not given) | -1.7 | 7.3 | 1.9 | 3.0 | 2.4 | -1.0 | 1.5 | -13.9 | -12.8 | 13.9
Nc1ccc2nc3c(=O)n(C4CCCCC4)c(=O)[nH]c3nc2c1 | 42.9* | 456.8* | -5.7 | -11.4 | -1.6 | 0.5 | 79.1 | . | -1.4 | .
CC(=O)N1CCN(C(=O)C(Cc2c[nH]c3ccccc23)NC(=O)c2ccccc2Cl)CC1 (stereo not given) | -1.4 | 5.0 | -2.6 | -3.6 | -1.2 | -3.1 | -6.0 | 16.3 | -7.2 | -16.3
CCOP(=O)(OCC)C(C#N)=C1SCN(c2ccc(Cl)cc2)CS1 | -0.3 | 0.8 | 3.7 | 2.3 | -1.7 | 0.2 | 1.8 | 14.4 | -5.3 | -14.4
COc1ccc(C)cc1S(=O)(=O)N(C)CC(=O)N1CCN(C)CC1 | . | 5.7 | 9.5 | -2.9 | -3.1 | -10.6 | 1.1 | 18.3 | -11.9 | -18.3
C[n+]1cc(-c2ccccc2)n2c1CCCCC2 | . | -0.7 | -9.1 | -1.5 | 2.5 | 0.0 | -8.8 | 5.0 | -6.5 | -5.0
CCOC(=O)c1ccc(-n2c(C)nc3c(cnn3-c3ccccc3C)c2=O)cc1 | -0.5 | -1.3 | 12.0 | -3.6 | 6.9 | 0.7 | -4.0 | . | -11.7 | .
C[C@H](CO)N1C[C@H](C)[C@@H](CN(C)C(=O)Nc2ccc3c(c2)OCO3)Oc2ccc(NS(=O)(=O)c3ccccc3)cc2C1=O | 1.3 | -9.5 | 9.1 | -7.0 | 2.3 | -3.0 | -9.8 | 3.7 | 12.5 | -3.7
Cc1nn2c(C)nc3sc4c(c3c2nc1=O)CC(C)(C)OC4 | . | -0.2 | -5.3 | -18.7 | -0.3 | -1.3 | -7.3 | 21.1 | -10.3 | -21.1
COc1cccc(CNC(=O)C(=O)NCC2OCCCN2S(=O)(=O)c2cc(C)ccc2C)c1 (stereo not given) | -4.8 | -1.1 | 11.5 | -7.7 | 6.4 | 0.1 | -25.5 | -22.3 | -18.4 | 22.3
COc1cccc(/C=N/NC(=O)COc2cccc3cccnc23)c1O | -3.3 | 1.8 | 10.8 | 9.3 | 1.1 | -1.1 | 20.0 | 11.5 | 5.7 | -11.4
CC1CC(=O)Nc2ccccc2N1C(=O)COc1ccc2cc(Br)ccc2c1 (stereo not given) | -0.8 | -1.8 | 13.0 | -3.3 | 1.0 | 0.0 | -6.9 | -23.8 | 0.8 | 23.8
CCN(C(=O)COC(=O)c1ccc(N2C(=O)c3ccccc3C2=O)cc1)C1CCS(=O)(=O)C1 (stereo not given) | -1.7 | 4.0 | -9.0 | -11.9 | 0.4 | -0.4 | -0.6 | 24.4 | -3.3 | -24.4
O=C(NCC1COc2ccccc2O1)c1ccccc1 (stereo not given) | 15.7 | 10.2 | -15.7 | -7.4 | 2.5 | 1.0 | 40.9 | 20.7 | -1.4 | -20.7
CCS(=O)(=O)c1nc(S(=O)(=O)c2ccc(C)cc2)c(N2CCN(C)CC2)s1 | -0.7 | -3.4 | 2.7 | -2.7 | 2.0 | . | -35.8 | 17.5 | -3.4 | -17.5
CC(NC(=O)C1CSC2(C)CCC(=O)N12)c1ccccc1Cl (stereo not given) | 0.1 | -5.7 | 7.4 | 2.0 | -3.9 | -0.3 | 2.9 | 20.5 | -8.0 | -20.5
O=C(O)c1ccc(Cl)c(NCc2cccnc2)c1 | -1.0 | 4.0 | -2.1 | 3.2 | -0.6 | 1.0 | . | -8.1 | -21.1 | 8.1
CC/C(=N/N=C(/CC)c1ccc(O)cc1)c1ccc(O)cc1 | 3.4 | -5.6 | 4.7 | 6.4 | 2.7 | 1.8 | -0.1 | 26.0 | 18.4 | -26.0
COc1cc(C(=O)Nc2ccc(S(=O)(=O)Nc3ncccn3)cc2)c([N+](=O)[O-])cc1OC | 0.0 | -0.9 | -5.0 | 2.9 | 0.0 | 0.2 | 3.2 | -1.5 | 2.8 | 1.5
O=C(O)c1cccc(S(=O)(=O)N2CCSCC2)c1 | -6.7 | 13.0 | 2.2 | 0.9 | 2.2 | -2.6 | . | 9.3 | -3.5 | -9.3
Cc1ccc2sc(N3CCN(C(=O)c4ccc([N+](=O)[O-])o4)CC3)nc2c1C | 2.3 | -17.1 | -1.6 | -1.0 | 1.2 | 0.8 | -35.2 | -10.3 | -9.2 | 10.3
Cc1csc(NC(=O)CCCSc2nc3ccccc3s2)n1 | -3.0 | 3.4 | -0.8 | -5.7 | 2.5 | -3.0 | -6.7 | 5.7 | -8.0 | -5.7
O=S(=O)(O)c1ccc(N=Nc2ccccc2)cc1 | -0.9 | 0.1 | -0.1 | 4.3 | -5.7 | -1.4 | . | 22.1 | -6.5 | -22.1
CN(C)c1ccc2c(c1)C(=NO)c1ccccc1-2 | . | 0.5 | 4.1 | -8.7 | -0.4 | 0.7 | 49.9 | 18.5 | -9.5 | -18.5
Cc1ccc2c(c1)C1(OCCO1)C(=O)N2 | -3.0 | 6.7 | -0.4 | 9.3 | 9.2 | 0.0 | 3.5 | 41.8 | -1.3 | -41.8
Cc1ccc(OCC(=O)Nc2ccc(S(=O)(=O)N3CCOCC3)cc2)c(C)c1 | -1.1 | -2.4 | 4.2 | -4.5 | 1.3 | 0.8 | 6.4 | -6.5 | -8.6 | 6.5
COCCNC(=O)Cn1cc(/C=C(\C#N)C(=O)NC2CCCC2)c2ccccc21 | 1.9 | 2.8 | 6.3 | 0.0 | -3.9 | -0.3 | 4.2 | 21.3 | 3.6 | -21.3
CC(C)C(=O)Nc1cccc(NC(=S)NC(=O)C(c2ccccc2)c2ccccc2)c1 | -5.3 | -5.7 | 7.5 | -4.7 | -8.6 | 2.1 | . | 3.1 | 1.2 | -3.1
O=c1cn[nH]c2ccc(Br)cc12 | -13.8 | 7.9 | 0.3 | -7.6 | -3.1 | 3.2 | 7.5 | 14.9 | -8.8 | -14.9
O=c1[nH]ncc(N/N=C\c2ccncc2)c1Cl | -3.8 | -7.0 | -1.9 | -20.1 | 6.4 | 11.7 | -8.8 | 2.8 | -5.2 | -2.8
CC(C)OCCCNC(=O)c1cccc(NC(=O)c2ccccc2)c1 | -1.2 | 7.9 | -0.5 | -2.6 | -2.4 | -0.7 | 0.1 | -48.9 | -5.7 | 48.9
COCCn1nnnc1SCC(=O)Nc1ccc2c(c1)OCO2 | -1.5 | 7.1 | -0.3 | -2.1 | -2.0 | -2.5 | -9.5 | 10.7 | -11.2 | -10.7
Cc1ccc(NC(=O)CSc2nnc(CCCCCNC(=O)OC(C)(C)C)o2)c(C)c1 | -0.2 | -6.8 | -0.2 | 0.3 | 0.8 | 0.5 | 3.5 | 13.4 | -8.4 | -13.4

Assay outcomes (PubChem)
